Compound activity from PubChem BioAssay.
DNMT1 inh – blocks human DNA methyltransferase DNMT1 | P26358 | DNMT1 molecular beacon, Hinp1I cleavage, fluorescence | inhibition (reported as % activation of signal), % at 10 µM | 360,000 compounds, 0.83% hits; in the data active = inhibition above about 50%
eLon inh – inhibitors of E. coli Lon protease. P0A9M0. purified E. coli Lon protease, fluorescence polarization. inhibition, % at 7.94 µM. 360,000 compounds, 0.42% hits. AID 602123; in the data active = inhibition above about 13%, passing the limit was not always enough;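 note: 0% = enzyme with probe and DMSO and 100% = no enzyme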
STEP block – STEP (human) phosphatase inhibition | recombinant STEP, OMFP fluorogenic substrate, fluorescence | inhibition, % at 20 µM | 360,000 compounds, 0.25% hits | P54829;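 active = inhibition at 20 µM, scaled per plate between control wells, above about 37%, limit read from the data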;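 note: 0% = DMSO with enzyme and substrate and 100% = substrate only without enzyme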
Target sequence (P54829 whole entry, looked up): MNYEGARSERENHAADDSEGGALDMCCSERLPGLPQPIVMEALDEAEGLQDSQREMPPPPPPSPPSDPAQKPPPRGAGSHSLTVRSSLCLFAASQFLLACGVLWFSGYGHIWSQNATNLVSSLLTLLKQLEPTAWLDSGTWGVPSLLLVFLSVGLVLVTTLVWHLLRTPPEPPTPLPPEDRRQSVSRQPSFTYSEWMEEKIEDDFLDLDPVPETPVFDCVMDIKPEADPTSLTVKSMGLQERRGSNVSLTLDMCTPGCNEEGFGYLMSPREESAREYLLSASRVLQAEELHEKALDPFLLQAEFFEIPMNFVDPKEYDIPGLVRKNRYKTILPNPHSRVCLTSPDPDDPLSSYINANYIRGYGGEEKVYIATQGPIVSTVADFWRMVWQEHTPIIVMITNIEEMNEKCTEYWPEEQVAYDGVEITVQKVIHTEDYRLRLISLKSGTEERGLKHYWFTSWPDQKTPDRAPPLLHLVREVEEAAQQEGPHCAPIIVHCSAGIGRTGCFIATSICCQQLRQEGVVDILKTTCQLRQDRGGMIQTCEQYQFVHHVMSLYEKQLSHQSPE
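Material: STEP (striatal-enriched tyrosine phosphatase) enzyme, cell-free; Compound dosing: 20 µM single dose in 1% DMSO; Technique: fluorescence read at 480 nm ex / 540 nm em; Times: reaction 20 min, ambient temperature; Medium: 50 mM Bis-Tris pH 6.0 with 2.5 mM DTT and 0.005% Tween 20; Also added: OMFP at 25 µM.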
bovine MsrA act – activators of bovine methionine sulfoxide reductase A; purified bovine MsrA, absorbance read-out; activation, % at 10.6 µM; 360,000 compounds, 0.3% hits; AID 602163; in the data active = activation above about 7.5%;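 note: 0% = vehicle and 100% = reference activator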
CendR NRP1 mod – alters CendR peptide binding to human NRP-1; O14786; FAM-RPARPAR peptide binding to NRP-1, fluorescence polarization; inhibition, % at 25 µM; 360,000 compounds, 0.85% hits; AID 602438;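 active = inhibition or corrected inhibition above about 18%, plus a signal ratio from 0.5 to 1.5, limit read from the data, passing the limit was not always enough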; note: strong numbers were not always called active
LMPTP block – blocks human LMPTP phosphatase. P24666. recombinant LMPTP-A, OMFP fluorogenic substrate, fluorescence intensity. inhibition, % at 20 µM. 360,000 compounds, 0.22% hits. AID 651560;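 active = compounds that cut the enzyme signal by at least half of the control window in the single-dose screen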;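 note: plate controls were DMSO wells with enzyme plus substrate for no effect and substrate without enzyme for full effect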
Target sequence (P24666 whole entry, looked up): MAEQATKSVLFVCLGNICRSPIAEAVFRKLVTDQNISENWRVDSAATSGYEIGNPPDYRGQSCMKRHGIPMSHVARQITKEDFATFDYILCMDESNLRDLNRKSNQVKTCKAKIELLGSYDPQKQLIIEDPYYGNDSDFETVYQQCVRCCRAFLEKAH
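test system = LMPTP-A | amount = 0.625 nM LMPTP-A final | reagent = fluorogenic phosphatase substrate OMFP at 400 µM final | incubation = 50 min at room temperature | benchmarks = no-enzyme low control, uninhibited high control | medium = Bis-Tris pH 6.0, DTT, detergent | signal = fluorescence intensity of OMFP turnover product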
TbMetRS inhib – Trypanosoma brucei MetRS inhibition; purified T. brucei MetRS, ATP depletion, Kinase-Glo luminescence; inhibition, % at 11.9 µM; AID 624268; 360,000 compounds, 0.4% hits;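 active = inhibition above a per-plate cutoff of the control wells' mean inhibition plus 3 SD, cut at about 5.5% in these data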;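 note: 0% = DMSO wells median and 100% = median of wells with control inhibitor compound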
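technique = Kinase-Glo luminescence, ATP depletion format | system = purified MetRS (methionyl-tRNA synthetase) enzyme from Trypanosoma brucei | timing = 15 min preincubation, 2 h reaction, all 25 °C | evaluation = percent inhibition versus plate control medians | dosing = single dose, 11.9 µM final nominal, 0.9% final DMSO | also added = substrates ATP, L-methionine and bulk Escherichia coli tRNA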
MsrA inhibitor – bovine MsrA inhibition; purified bovine MsrA, absorbance read-out; inhibition, % at 15.5 µM; 360,000 compounds, 0.75% hits; in the data active = inhibition above about 4.5%;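 note: 0% = vehicle wells with enzyme and 100% = reference inhibitor wells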
Scp1 inh – Scp-1 (human) phosphatase inhibition | Q9GZU7 | Recombinant Scp1, phosphopeptide, malachite green phosphate absorbance | inhibition, % at 20 µM | 340,000 compounds, 0.88% hits;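 active = inhibition above about 50% at 20 µM, limit read from the data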;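 note: plate controls were DMSO wells with enzyme for no effect and wells lacking enzyme for full effect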
Target sequence (Q9GZU7 76-261 limits assumed): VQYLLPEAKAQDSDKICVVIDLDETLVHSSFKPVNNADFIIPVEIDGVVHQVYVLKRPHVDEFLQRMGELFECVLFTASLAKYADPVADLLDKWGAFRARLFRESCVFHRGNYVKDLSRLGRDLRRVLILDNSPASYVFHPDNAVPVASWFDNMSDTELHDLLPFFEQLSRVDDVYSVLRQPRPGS
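Material: truncated SCP-1 phosphatase (76-261aa) / Buffer or medium: 50 mM Tris acetate pH 5.5, 0.005% Tween-20, 10 mM MgCl2 / Compound dosing: one concentration, 20 µM, with 1.0% DMSO / Incubation: 45 min room-temperature reaction, 5 min colour, 30 min stabiliser / Detection: colorimetric free-phosphate detection, absorbance 630 nm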
SUMO1 PPI mod – SUMO1-SIM interaction modulation; SUMO1 binding to a labelled peptide, TR-FRET, 1 h; inhibition, % at 20 µM; 360,000 compounds, 0.33% hits; in the data active = inhibition above about 37%
Target sequence (P63165 whole entry, looked up): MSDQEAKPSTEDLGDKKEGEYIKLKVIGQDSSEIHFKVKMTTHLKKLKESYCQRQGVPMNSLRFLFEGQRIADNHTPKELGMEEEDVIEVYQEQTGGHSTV
* marks the source's active call; other numbers are inactive results; · = no result given.

#	canonical_smiles	DNMT1 inh	eLon inh	STEP block	bovine MsrA act	CendR NRP1 mod
1	CC#CCC(CC#CC)c1nc2ccccc2c(=O)n1N	3	3	-1	-8	-8
2	COc1cccc(NC(=O)CN(C)C(=O)CCc2nc3sc4c(c3c(=O)[nH]2)CCCC4)c1	7	-8	5	-4	-40
3	COCCCNCCCOc1ccc(C)cc1Br	2	-4	3	0	-1
4	COc1ccc(C2CC(=O)c3c(C)nc(N4CCN(Cc5ccccc5)CC4)nc3C2)cc1OC (centres undefined)	-11	0	2	-8	-11
5	COc1ccc(C(=O)N(Cc2ccccc2)c2cccc(C)c2)cc1S(=O)(=O)N1CCOCC1	-5	-12	-1	-1	8
6	CCCCCn1c(=O)[nH]c2cc(C(=O)N3CCN(c4ccc(F)cc4)CC3)ccc2c1=O	7	1	-3	2	-7
7	O=[N+]([O-])c1cccc(-c2nc(-c3ccccc3)no2)c1	1	6	-11	3	3
8	CCC(C)C(NC(=O)c1ccccc1NC(=O)c1ccc(OC)cc1)C(=O)NCc1ccco1 (centres undefined)	46	-6	3	-2	-2
9	CCCOC1CCCN(C(=O)CCc2nnc(Cc3cccc(C)c3)o2)C1 (centres undefined)	-1	2	4	-2	4
10	CN(Cc1ccccc1)C(=O)c1ccc(Cl)c([N+](=O)[O-])c1	3	12	-2	-7	18
11	CC12CN3CC(C)(CN(C1)C3c1ccc([N+](=O)[O-])o1)C2 (centres undefined)	0	-2	2	-1	0
12	NC(=O)C1CCN(CC(=O)NCc2ccccc2)CC1	4	-3	-3	-4	-4
13	Cc1cc(NC(=O)C2CC(=O)N(c3ccccc3C)C2)no1 (centres undefined)	2	-8	-1	-2	10
14	COc1ccc(N/C=C(\C#N)c2nc3ccccc3n2C)c(OC)c1	-8	-2	-2	-10	0
15	O=C(NC1CCCCCC1)c1cccnc1Sc1ccccc1	2	-7	1	-3	-11

#	LMPTP block	TbMetRS inhib	MsrA inhibitor	Scp1 inh	SUMO1 PPI mod
1	-1.7	-0.7	-0.5	-5	-2
2	2.9	-0.5	0.7	21	6
3	-1.0	0.5	-0.2	-8	-5
4	2.7	-1.2	1.2	8	2
5	-8.0	-0.1	0.5	-9	-37
6	-0.9	-0.8	0.6	-12	-2
7	-0.1	0.0	0.1	-3	-6
8	0.4	0.3	-0.5	-3	-2
9	0.3	0.5	-0.3	-4	2
10	-0.8	-1.1	1.4	-5	-14
11	-0.2	0.0	0.4	-9	-15
12	-0.7	0.1	-2.0	-6	5
13	-1.2	-0.1	-0.9	-10	-1
14	2.8	-1.1	1.4	-8	-1
15	-0.4	0.0	3.4	-5	0

Further results
#	canonical_smiles	DNMT1 inh	eLon inh	STEP block	bovine MsrA act	CendR NRP1 mod
16	COc1ccc(CNC(=O)c2cc(C3CC3)nc3c2cnn3C(C)C)cc1OC	-3	1	-2	-10	-12
17	O=C1Nc2cc3c(cc2C1=O)sc1ccccc13	-32	5	1	-1	7
18	CCOc1ccc2nc(NC3=NC(C)(C)C=C(C)N3)nc(C)c2c1	-3	3	3	-1	-1
19	Cc1nc(NS(=O)(=O)c2ccc(Br)cc2)c2c3c(sc2n1)CCC3	0	-1	0	0	-2
20	Nc1ccc(-n2nc3ccccc3n2)cc1	2	-6	0	-2	7
21	COc1ccc(NC(=O)CN(C)C(=O)/C=C/c2cn(-c3ccccc3)nc2-c2cccs2)cc1	-10	-2	-1	-3	-7
22	C[C@@H]1CCCCO[C@@H](CN(C)C(=O)Nc2ccccc2)[C@@H](C)CN([C@H](C)CO)C(=O)c2cc(N(C)C)ccc2O1	1	4	0	0	8
23	Cc1cc(NC(=O)c2ccc3c(c2)C(=O)N(Cc2ccccc2)C3=O)no1	19	10	1	-3	-8
24	O=C(CSc1nc(=O)n(CCCN2CCOCC2)c2c1CCC2)Nc1ccc(F)cc1	-2	-15	-1	-1	-3
25	COC(=O)C1(C(=O)OC)C[C@H](/C=C/c2ccccc2)N(Cc2ccccc2OC)[C@@H]1c1ccccc1	·	·	·	·	-14
26	O=C1CCCN1c1ccc(S(=O)(=O)N2CCCCC2)cc1[N+](=O)[O-]	1	-3	-2	-2	8
27	COc1ccc(CN(C)C(=O)C23CC4CC(CC(Cl)(C4)C2)C3)c(OC)c1OC	0	-2	1	-2	-13
28	COc1ccc(S(=O)(=O)NCCSc2ccc(C)cc2)cc1OC	2	1	-3	-12	-4
29	CN(C)c1nc(N(C)C)n(C(=O)c2cccs2)n1	0	-1	8	-6	20
30	CCOC(=O)C1=CCN(S(=O)(=O)c2cccc(Cl)c2)C1c1ccccc1 (centres undefined)	-8	4	-1	-11	9

#	LMPTP block	TbMetRS inhib	MsrA inhibitor	Scp1 inh	SUMO1 PPI mod
16	1.3	-0.4	-0.7	0	4
17	12	0.4	0.2	14	7
18	8.2	0.3	0.0	-1	-10
19	0.9	0.3	2.3	-3	22
20	0.1	-0.2	2.1	-10	-9
21	-3.8	-0.3	0.4	-12	-55
22	-2.2	-1.5	1.3	·	-2
23	-0.1	-0.6	3.4	3	-7
24	-0.8	-0.4	-0.1	-6	5
25	2.0	0.1	-0.5	·	0
26	-0.5	0.2	0.3	0	-12
27	-1.4	-0.1	-1.4	-3	11
28	-0.2	-1.2	0.6	-5	-1
29	-0.4	-0.6	1.0	3	4
30	2.2	-2.0	-0.2	·	7

Arranged by heavy-atom count (falling): some entries from above.
#	canonical_smiles	DNMT1 inh	eLon inh	STEP block	bovine MsrA act	CendR NRP1 mod
22	C[C@@H]1CCCCO[C@@H](CN(C)C(=O)Nc2ccccc2)[C@@H](C)CN([C@H](C)CO)C(=O)c2cc(N(C)C)ccc2O1	1	4	0	0	8
8	CCC(C)C(NC(=O)c1ccccc1NC(=O)c1ccc(OC)cc1)C(=O)NCc1ccco1 (centres undefined)	46	-6	3	-2	-2
18	CCOc1ccc2nc(NC3=NC(C)(C)C=C(C)N3)nc(C)c2c1	-3	3	3	-1	-1

#	LMPTP block	TbMetRS inhib	MsrA inhibitor	Scp1 inh	SUMO1 PPI mod
22	-2.2	-1.5	1.3	·	-2
8	0.4	0.3	-0.5	-3	-2
18	8.2	0.3	0.0	-1	-10

Next part.
#	canonical_smiles	DNMT1 inh	eLon inh	STEP block	bovine MsrA act	CendR NRP1 mod
31	O=C(COC(=O)C1CCC1)Nc1ccc(OC(F)F)cc1	-1	-8	2	-4	-6
32	CCN(c1ccccc1)S(=O)(=O)c1ccc(F)c(C(=O)O)c1	0	12	-2	-4	-3
33	O=C(N/N=C/C(Br)=C/c1ccccc1)c1ccc([N+](=O)[O-])cc1	57*	1	88*	-4	13
34	COc1ccc(NC(=O)Nc2cccc3c2O[C@H](CN(C)C(=O)Nc2ccc(C(F)(F)F)cc2)[C@@H](C)CN([C@H](C)CO)C3=O)cc1	2	-11	-2	0	-5
35	C=CCCCCCCCCC(=O)N1CCN(c2cc3c(cc2F)c(=O)c(C(=O)O)cn3CC)CC1	2	6	4	-1	21
36	COc1cccc(C(C2C(=O)CC(C)(C)CC2=O)C2C(=O)CC(C)(C)CC2=O)c1	1	2	-1	-2	7
37	CCOC(=O)c1c(NC(=O)c2ccn(CC)n2)sc2c1CCC2	-2	1	0	-1	-3
38	C[C@@H]1CC=C[C@H]2[C@H]1C(=O)N(Cc1ccccc1)[C@H]2c1ccc(-c2ccoc2)cc1F	-4	2	-1	-2	-1
39	Cc1ccc(C)c(Nc2nc(-c3ccncc3)nc3ccccc23)c1	-2	0	1	-2	-5
40	Cc1ccc(CN2C(=O)CSC2c2cccnc2)cc1 (centres undefined)	2	4	1	-4	1
41	COCCSc1nc2sc3c(c2c(=O)n1-c1ccccc1)CCN(C)C3	-2	-13	-1	-5	-35
42	COc1cccc(N2CCN(C(=O)CCNS(=O)(=O)c3ccc4c(c3)c(=O)n(C)c(=O)n4C)CC2)c1	-3	-1	0	-3	-2
43	O=C(N/N=C/c1ccncc1)c1cc2c(ccc3ccccc32)o1	-1	-8	3	-2	-1
44	CCCN(C(=O)c1ccc(N2CCCC2=O)cc1)C1CCS(=O)(=O)C1 (centres undefined)	1	8	2	-7	5
45	CCOc1cc(S(=O)(=O)Nc2ccccc2CC)ccc1Cl	-7	-10	-6	-7	-13
46	COc1ccc(CCNC(=O)CCCc2ccccc2)cc1	-3	-1	-5	-5	11

#	LMPTP block	TbMetRS inhib	MsrA inhibitor	Scp1 inh	SUMO1 PPI mod
31	-0.1	-0.1	0.0	1	-1
32	-0.1	0.1	0.7	-1	3
33	78*	-0.3	1.4	97*	2
34	-0.2	-0.2	·	-14	-4
35	17	-1.2	0.9	-19	2
36	-0.9	0.0	0.5	-14	-3
37	3.7	0.2	1.0	0	-5
38	3.5	0.0	0.6	0	5
39	9.1	0.5	-0.4	-14	4
40	-1.9	-0.5	-0.6	-7	1
41	1.5	-1.0	·	3	-4
42	-0.5	-0.3	0.3	-7	2
43	5.9	-0.7	2.2	9	52*
44	-6.3	-0.3	-0.2	-7	-3
45	2.6	-0.5	-0.8	-4	1
46	-1.6	-0.4	0.7	-3	-4

Compound profiles (already shown). Screens in order: DNMT1 inh | eLon inh | STEP block | bovine MsrA act | CendR NRP1 mod | LMPTP block | TbMetRS inhib | MsrA inhibitor | Scp1 inh | SUMO1 PPI mod
CCN(c1ccccc1)S(=O)(=O)c1ccc(F)c(C(=O)O)c1 reads 0 | 12 | -2 | -4 | -3 | -0.1 | 0.1 | 0.7 | -1 | 3
Cc1ccc(C)c(Nc2nc(-c3ccncc3)nc3ccccc23)c1 reads -2 | 0 | 1 | -2 | -5 | 9.1 | 0.5 | -0.4 | -14 | 4
COc1ccc(NC(=O)Nc2cccc3c2O[C@H](CN(C)C(=O)Nc2ccc(C(F)(F)F)cc2)[C@@H](C)CN([C@H](C)CO)C3=O)cc1 reads 2 | -11 | -2 | 0 | -5 | -0.2 | -0.2 | · | -14 | -4
COCCSc1nc2sc3c(c2c(=O)n1-c1ccccc1)CCN(C)C3 reads -2 | -13 | -1 | -5 | -35 | 1.5 | -1.0 | · | 3 | -4
O=C(N/N=C/c1ccncc1)c1cc2c(ccc3ccccc32)o1 reads -1 | -8 | 3 | -2 | -1 | 5.9 | -0.7 | 2.2 | 9 | 52*
